Screening data from PubChem BioAssay.
IL1B secr inh – blocks inflammasome-driven IL-1 beta release; activity change, % at 57.5 µM; THP-1 LPS/ATP IL-1B secretion, AlphaLISA, 16 h; hits give low values; 360,000 tested, 4.7% active; in the data active = activity change below about -50%; inconclusive = mostly about -30% to -49%; also: % is scaled to controls: 0 for no effect and ±100 for the full control effect
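Secreted IL-1B measured by AlphaLISA bead assay after 16 h compound exposure of THP-1 cells; compounds (final up to 57.5 uM) added 1 h before LPS (250 ng/mL) and ATP (1.25 mM) stimulation; lower signal means less secretion.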
TGFb SMAD3 inh – blocks TGF-b signaling | 410,000 tested, 1.2% active | HepG2 CAGA-GFP TGF-b/SMAD3 reporter, GFP fluorescence, 18 h; TGF-beta stimulated, 500 pg/mL final | Potency, µM (titrated, usually from 46.1 µM), for inactives: top-dose activity, negative = inhibition, actives largely listed as inhibitors | AID 588855; also: potency is read from the fitted curve at half-maximal effect; % is scaled to controls: 0 for no effect and ±100 for the full control effect; nearly all actives have a fitted effect of over 65% in size
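Smad-responsive CAGA-GFP expression was quantified in HEPG2 cells exposed to compounds and 500 pg/mL final TGF-beta for 18 h at 37 degrees C; unstimulated wells defined full inhibition.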
MCF10A rerep – inducers of DNA re-replication in MCF 10A breast cells; 350,000 tested, 2.9% active; MCF 10A DNA re-replication, Hoechst nuclear intensity, 48 h; Potency, µM (titrated, usually from 46.1 µM), without a hit: top-dose activity, positive = re-replication, hits mostly activators; also: potency is read from the fitted curve at half-maximal effect; % of control where 0% means no effect; nearly all actives have a fitted effect of over 50% in size
Nrf2 activator – activators of Nrf2 (ARE) signaling. AREc32 ARE-luciferase reporter (MCF7-derived line), luminescence, 24 h. AID 624171. 410,000 tested, 0.31% active. Potency, µM (top dose mostly 46.1 µM), for the others: at the top dose activation, actives largely listed as activators; also: potency is read from the fitted curve at half-maximal effect; % of control where 0% means no effect; nearly all actives have a fitted effect of over 65% in size
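Each well held 1000 AREc32 cells, which were incubated with compound for 24 hr at 37 deg C after overnight attachment, and ARE reporter activity was quantified by firefly luciferase luminescence.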
HepG2 tox – kills HepG2 cells in TGF-b inhibitor counter-screen | 410,000 tested, 0.76% active | HepG2 CAGA-GFP viability, ATP luminescence, 18 h | Potency, µM (doses to about 46.1 µM), for the others: top-dose activity change, negative = cytotoxicity, usual class: cytotoxic; also: potency is read from the fitted curve at half-maximal effect; some results filed as inactive show a strong effect at the top dose
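CellTiter-Glo luminescence gave cytotoxicity after 18 hours at 37 degrees C. The cells were HepG2 CAGA-GFP in 1% FBS DMEM, stimulated with 500 pg/mL TGF-beta after compound addition. %Activity was normalised to no-cell wells (complete cell-killing) and DMSO (no toxicity), and curves were fitted and classified.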
ATXN viability – viability counter-screen for ATXN expression inhibitors | S2 cells (HEK-293 line with an ATXN2-luciferase reporter) viability, CellTiter-Fluor protease fluorescence, 24 h | Potency, µM (series often up to 56.7 µM), usual class: cytotoxic | 400,000 tested, 0.49% active | AID 651635; also: potency is read from the fitted curve at half-maximal effect; nearly all actives have a fitted effect of over 40% in size
A549 viability – counter-screen for Nrf2 inhibitors: cytotoxicity in A549 cells; A549 ARE-Fluc cells, CellTiter-Fluor viability, 18-24 h; Potency, µM (highest dose often 46 µM), inactives show top-dose activity change, negative = cytotoxicity, usual class: inhibitors; 390,000 tested, 0.16% active; also: potency is read from the fitted curve at half-maximal effect; % is scaled to controls: 0 for no effect and ±100 for the full control effect
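A549 ARE-Fluc cells in 5% FBS OPTI-MEM, 5000 cells/well, rested 2 h then exposed to compounds in concentration-response for 18-24 h at 37 °C. Viability by CellTiter-Fluor fluorescence (Ex 405/Em 525) after 30 min; luciferase luminescence (BugLite, 15 min, RT) read afterwards.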
ATXN2 expr inh – reduces ATXN2 reporter expression in HEK-293 cells; HEK-293 ATXN2-luciferase reporter, luminescence, 24 h; Potency, µM (doses to about 57 µM), for the others: at the top dose activity change, negative = inhibition, hits mostly inhibitors; 360,000 tested, 0.72% active; also: potency is read from the fitted curve at half-maximal effect; % is scaled to controls: 0 for no effect and ±100 for the full control effect; nearly all actives have a fitted effect of over 55% in size
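qHTS (up to 57 uM final) was run with 24 h compound exposure of reporter cells at 37 °C. Each well was multiplexed: SteadyGlo luminescence measured ATXN2-luciferase expression after a fluorogenic Gly-Phe-AFC viability readout (25 uM final).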
Nrf2 block – inhibitors of Nrf2 signaling; A549 ARE-Fluc reporter, luciferase luminescence, 18-24 h; 360,000 tested, 2.1% active; Potency, µM (titrated, usually from 46 µM), inactives show top-dose activity change, negative = inhibition, usual class: inhibitors; AID 504444; also: potency is read from the fitted curve at half-maximal effect; % is scaled to controls: 0 for no effect and ±100 for the full control effect; nearly all actives have a fitted effect of over 60% in size
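Two sequential reads on A549 ARE_Fluc cells exposed to compound for 18-24 h: a CellTiter-Fluor fluorescence read for viability, then a luciferase luminescence read for Nrf2/ARE activity.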
Numbers without * were called inactive; i = inactive; ? = inconclusive; · = no result given; & = joins results of further samples; [ ] = dose if it differs, or a comment. Unless noted, calls follow the shape of the dose curve; as a rule, active = well fitted curve in the direction sought with a large enough effect; inconclusive = small, poorly fitted or top-dose-only effect, or another doubt; inactive = no such curve, though single readings can be large; an effect the other way counts as inactive or inconclusive.

SMILES | IL1B secr inh | TGFb SMAD3 inh | MCF10A rerep | Nrf2 activator | HepG2 tox | ATXN viability | A549 viability | ATXN2 expr inh | Nrf2 block
N/C(=N\[N+](=O)[O-])N1CCN(C(=O)c2ccccn2)CC1 | 17.7 | 3.6% | 0.5% | 3.1% | -5.5% | i | 0.3% | -17.0% | 2.2%
Cn1c(=O)oc2cc(S(=O)(=O)CCC(=O)N3CCN(c4ccccc4)CC3)ccc21 | 3.2 | 5.1%&-11.6% | -0.7% | 0.0%&-1.2% | -0.2%&15.0% | i | -1.0%&5.6% | 1.1%&0.7% | ?
Cc1cc(C=C2C(=O)NC(=O)NC2=O)c(C)n1-c1ccncc1 | -12.3 | 11.6% | -3.4% | -0.6% | 13.2% | i | -14.6% | -17.1% | 3.9%
Cc1ccc2cc3cc(C(=O)N4CCC5(CC4)OCCO5)oc3nc2c1 | -23.2 | -0.7% | 12.0% | -0.1% | 16.1% | i | -17.2% | 29.0% | -7.1%
CC1=C(C/C(C)=C/c2ccccc2)/C(=C/CO)[C@@H]2OC(=O)O[C@]2(C)C12CC2 | 4.2 | ? | ? | 21.1% | -6.1% | i | -7.0% | -21.6% | -10.8%
COc1ccc(CC2c3cc(OC)c(OC)cc3CCN2C)cc1OC (centres undefined) | -14.7 | 20.3% | -3.8% | -0.4% | -3.1% | i | -11.2% | -0.6% | -4.9%
Cc1cccc(C)c1NC1=NCCCCS1 | -0.7 | -2.8% | -1.6% | -0.3% | -5.2% | i | 3.7% | -38.0% | -9.5%
Cc1cccc(OP(N)(=O)Oc2cccc(C)c2C)c1C | 13.1 | ? | -3.0% | 1.1% | -59.7% | i | 2.4% | · | 13.6%
COCCn1c(-c2ccccc2)cc(C(=O)O)c1C | 13.4 | 0.0% | -21.2% | 0.4% | -2.0% | i | -3.9% | 0.1% | -0.6%
Cc1cccc(NC(=O)Cn2c(=O)oc3cc(S(=O)(=O)NCc4ccccc4)ccc32)c1 | · | -34.8% | · | -0.7% | -31.1% | i | 1.4% | -2.7% | 13.5%
COC(=O)C1=C(c2cccc(OC)c2OC)C[C@@H]2CC[C@H]1N2C(=O)N1CCC(C)CC1 | 33.5 | 7.9% | 0.9% | -0.4% | 13.5% | i | -8.8% | 5.6% | -3.2%
CCC1(CC)C(=O)N(C)C(=O)NC1=NC | 1.8 | -1.1% | -0.8% | -0.7% | -29.8% | i | 3.5% | -7.8% | -5.5%
CC/C(=N\Nc1ccccc1)c1c(O)n(C)c(=O)n(C)c1=O | 48.8 | -8.9% | 13.8% | 4.0% | 3.7% | i | 3.3% | -11.6% | ?
COC(=O)C1=C(c2ccc(-c3ccccc3)c(F)c2)C[C@@H]2CC[C@H]1N2C(=O)NCCO | -6.2 | -11.7% | 14.7% | -0.8% | -25.6% | i | -0.1% | -22.0% | -25.0%
COCCOC(=O)C1=C(C)OC(N)=C(C(=O)OC)C12C(=O)Nc1ccccc12 (centres undefined) | 28.2 | -14.3% | -1.0% | -1.0% | 7.0% | i | -4.6% | -0.9% | 20.0%
COc1ccc2c3c1OC1C(O)C=CC4C(C2)[N+](C)(C)CCC341 (centres undefined) | 8.0 | -7.7% | 6.0% | 0.0% | -0.9% | i | -9.2% | · | 3.4%
CC(C)C(=O)Nc1nnc(CCN(CCc2nnc(NC(=O)C(C)C)s2)[N+](=O)[O-])s1 | -0.5 | 22.8% | -2.6% | -0.6% | 123.7% | i | 2.4% | -4.9% | 10.5%
COc1ccc(CN2CCN(C(=O)Cn3c(=O)oc4cc(Cl)ccc43)CC2)c(OC)c1OC | -29.3 | ? | 24.7% | 4.7% | -21.7% | ? | ? | · | 2.91µM*
Cc1ccc(N2C(=O)NC(=O)C(CCc3ccncc3)(Cc3cccc(Cl)c3Cl)C2=O)cc1 (centres undefined) | 19.1 | -27.9% | 12.3% | -0.5% | -7.5% | i | 0.8% | -8.9% | -22.4%
O=C1c2ccccc2C(=O)N1Cc1nc2ccccc2c(=O)n1-c1cccnc1 | 17.3 | -5.7% | -4.1% | -0.3% | 18.1% | i | -8.6% | 6.7% | 1.0%

Reprinted at random: 2 compounds from above
SMILES | IL1B secr inh | TGFb SMAD3 inh | MCF10A rerep | Nrf2 activator | HepG2 tox | ATXN viability | A549 viability | ATXN2 expr inh | Nrf2 block
O=C1c2ccccc2C(=O)N1Cc1nc2ccccc2c(=O)n1-c1cccnc1 | 17.3 | -5.7% | -4.1% | -0.3% | 18.1% | i | -8.6% | 6.7% | 1.0%
COc1ccc(CC2c3cc(OC)c(OC)cc3CCN2C)cc1OC (centres undefined) | -14.7 | 20.3% | -3.8% | -0.4% | -3.1% | i | -11.2% | -0.6% | -4.9%

Other results.
SMILES | IL1B secr inh | TGFb SMAD3 inh | MCF10A rerep | Nrf2 activator | HepG2 tox | ATXN viability | A549 viability | ATXN2 expr inh | Nrf2 block
CCCCn1c(=O)c(C(=O)Nc2ccccc2C)c(O)c2ccccc21 | 29.9 | 7.0% | -5.0% | 0.3% | 14.5% | i | 1.2% | 21.5% | 6.1%
CNC(=O)Oc1ccc(-c2cn3cc(C)ccc3n2)cc1 | ? | -25.9% | 7.5% | -2.8% | -61.3% | i | ? | 8.91µM* | 1.16µM*
O=C(CC1CCCCC1)N1CCC(c2nc(-c3ccc(S(=O)(=O)N4CCCC4)cc3)no2)CC1 | -5.7 | -5.0% | ? | -0.2% | -4.4% | ? | -22.4% | ? | 20.6µM*
CCNC(=O)NNC(=O)C1CC(c2cccnc2)=NO1 (centres undefined) | 22.7 | -22.7% | -2.5% | -0.1% | 3.4% | i | -1.1% | -0.2% | 18.4%
COC(=O)C1=C(c2ccc(Cl)c(C(F)(F)F)c2)C[C@@H]2CC[C@H]1N2C(=O)N1CCOCC1 | -1.1 | ? | 1.9% | 0.5% | 3.2% | i | -1.6% | ? | -22.3%
CC(C)COP(=O)(c1ccc(N(C)C)cc1)C(Nc1ccccc1)c1ccccc1 (centres undefined) | -2.8 | -5.9% | ? | -0.2% | -18.4% | i | -11.0% | -23.5% | ?
CC(=O)OC1N=C(c2ccc(Cl)cc2)c2cc(Br)ccc2NC1=O (centres undefined) | -8.5 | ? | 0.1% | -0.1% | -34.3% | i | -0.2% | -0.9% | 2.4%
COc1ccccc1CNCCc1cccc(Cl)c1 | · | -1.7% | · | -0.2% | -26.1% | i | · | · | ·
O=C1Nc2cc(C(=O)N3CCC4(CC3)OCCO4)ccc2S/C1=C\c1ccccc1 | -9.5 | -14.5% | ? | -0.3% | 1.9% | i | -1.0% | ? | ?
Cc1ccc(/C=C2\C(=O)NC(=S)N(c3cccc(F)c3)C2=O)o1 | 14.7 | -8.1% | 8.7% | 5.9% | -4.4% | ? | 2.2% | · | 1.0%
CN(C)CCN=Cc1c(O)n(-c2cccc3ccccc23)c(=O)[nH]c1=O | -2.9 | -3.8% | -4.6% | 0.1% | 8.5% | ? | -5.9% | 3.2% | 5.8%
CN/C=C(/Cl)P(=O)(OC(C)C)OC(C)C | 5.9 | -1.3% | 4.0% | 2.7% | -17.5% | i | 2.4% | 1.2% | 8.2%
CC(=O)OC1C2(CC3N4C(=O)C5(CO)SSC4(CC31O)C(=O)N5C)OC(C)C(C)(C)C2=O (centres undefined) | -103.6* | 0.794µM* | ? | 0.0% | -26.4% | · | 7.31µM* | ? | ?
O=C(Oc1c(Cl)cc(Cl)c2ccccc12)N1CCCCC1 | 10.9 | ? | ? | 1.9% | -36.8% | i | 8.0% | 9.6% | ·
C=CC[C@H](CC(=O)N(CCO)Cc1ccccc1)C(=O)NC[C@H](OC(=O)[C@@H](CC=C)CC(=O)OC(C)(C)C)c1ccccc1 | -71.3* | ? | ? | -3.7% | -20.4% | 25.1µM* | ? | ? | 18.4µM*
O=[N+]([O-])c1ccc(N2CC2)c([N+](=O)[O-])c1 | -13.6 | 12.1% | -36.0% | -0.4% | -0.3% | i | -14.5% | -16.7% | -23.4%
Cc1ccccc1CN1CCc2nc(N3CCN(c4ccccn4)CC3)ncc2C1 | · | -28.2% | · | -0.6% | -23.4% | ? | -11.4% | -22.5% | ·
O=C(c1ccc(C(F)(F)F)cc1)C1CCCN(Cc2ccncc2)C1 (centres undefined) | -22.3 | -28.2% | ? | 1.8% | -6.3% | · | -4.2% | -34.1% | ?
CC(=O)OC1(c2ccccc2)CCN(C)C(C)C1C (centres undefined) | 12.2 | 9.8% | -0.5% | -0.2% | 21.3% | i | 0.8% | -1.9% | 14.7%
Cc1ccc(-n2c(=O)[nH]c3ccccc3c2=O)cc1[N+](=O)[O-] | 0.0 | -3.4% | · | 2.4% | -23.9% | i | · | 7.8% | ·
Cc1ccccc1-n1c(O)c(C=NCCN2CCOCC2)c(=O)[nH]c1=O | 0.0 | -2.5% | 14.5% | -1.3% | -28.8% | i | -4.4% | -5.7% | 2.6%
O=C(NC1CCCCC1)N1C[C@H]2C[C@@H](C1)c1cccc(=O)n1C2 | 8.8 | -5.4% | 1.2% | 2.3% | 0.3% | i | 10.9% | -13.7% | 12.8%
CCCCn1c(O)c(C(C)=NCC2CCCO2)c(=O)[nH]c1=O (centres undefined) | -23.8 | 0.0% | -181.9%[0.0737 µM] | -0.5% | -8.3% | i | -3.1% | -4.1% | 2.6%
Cc1ccccc1CN1CCNCC1 | 25.9 | 8.6% | 2.4% | -0.4% | 4.6% | i | 0.0% | 11.6% | -4.2%
CCOCCN1CCN(c2nnc3n2-c2ccc(Cl)cc2C(c2ccccc2Cl)=NC3)CC1 | -3.2 | -1.2% | -0.6% | 0.0% | -2.4% | i | -15.4% | 4.0% | -17.3%
CCOC(=O)c1c(C)n(Cc2ccccc2)c2ccc(OCC(O)CNC(C)(C)C)cc12 (centres undefined) | -96.3* | ? | ? | 2.0% | 17.8µM* | · | -4.3% | 14.1µM* | -26.3%
COC/C=C1\CN2C3C[C@@H]1[C@H]1COC4=Nc5cc(OC)c(OC)c(OC)c5[C@@]43C[C@@H]12 | -8.8 | -4.1% | 21.3% | -0.6% | -4.3% | i | 6.0% | -1.5% | -22.9%

The list is partial; the hit share may differ from the screen's.
